EBI2 block – blocks human EBI2 receptor beta-arrestin signaling; P32249; inhibition, % at 5 µM; EBI2 beta-arrestin recruitment, luminescence, 7a,25-OHC stimulated; actives 0.81% (n = 360,000); in the data active means inhibition above about 38%;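 further: enzyme fragment complementation signal reports receptor beta-arrestin coupling in cells; 0% = agonist plus DMSO wells and 100% = wells without agonist; some results beyond the cut were filed as inactive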
Target sequence (P32249 whole entry, looked up, the tested form may be a part): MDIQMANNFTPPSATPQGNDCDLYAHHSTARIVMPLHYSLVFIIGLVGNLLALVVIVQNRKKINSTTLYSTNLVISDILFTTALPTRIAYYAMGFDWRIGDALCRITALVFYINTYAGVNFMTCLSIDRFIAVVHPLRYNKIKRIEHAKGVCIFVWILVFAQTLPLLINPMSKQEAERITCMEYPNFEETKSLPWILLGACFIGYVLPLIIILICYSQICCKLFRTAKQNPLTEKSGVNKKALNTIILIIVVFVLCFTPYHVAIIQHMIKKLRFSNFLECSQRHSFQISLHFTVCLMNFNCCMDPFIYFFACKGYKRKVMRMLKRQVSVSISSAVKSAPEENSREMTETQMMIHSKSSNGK
Starred values were filed as active, the others as inactive.

Start of the listing, in advance (5 entries):
SMILES	EBI2 block
CC(=O)NC(c1ccc(N(C)C)cc1)c1cc(Cl)c2cccnc2c1O (stereo unspecified)	24.1
CCOC(=O)C1(C)CCN1C(=O)c1ccc(N(C)C)cc1 (stereo unspecified)	-5.7
Cc1ccc(C(=O)Nc2ccc3nc(C)sc3c2)o1	-2.2
CC(O)(c1ccc(F)c(F)c1)c1nc(-c2ccccc2)cs1 (stereo unspecified)	11.7
COC(=O)C[C@H]1C=C[C@H](NC(=O)Nc2ccccc2F)[C@@H](CO)O1	-11.2

The whole of this part, repeating the preview:
SMILES	EBI2 block
CC(=O)NC(c1ccc(N(C)C)cc1)c1cc(Cl)c2cccnc2c1O (stereo unspecified)	24.1
CCOC(=O)C1(C)CCN1C(=O)c1ccc(N(C)C)cc1 (stereo unspecified)	-5.7
Cc1ccc(C(=O)Nc2ccc3nc(C)sc3c2)o1	-2.2
CC(O)(c1ccc(F)c(F)c1)c1nc(-c2ccccc2)cs1 (stereo unspecified)	11.7
COC(=O)C[C@H]1C=C[C@H](NC(=O)Nc2ccccc2F)[C@@H](CO)O1	-11.2
O=C(Nc1ccccc1)c1nc[nH]c1C(=O)Nc1ccccc1F	-62.1
COc1ccccc1S(=O)(=O)N(C)C[C@H]1OCc2cnnn2CCCC(=O)N([C@@H](C)CO)C[C@H]1C	4.9
Nc1nc(COC(=O)c2ccco2)nc(Nc2ccccc2)n1	-3.9
O=C(CN1C(=O)NC2(CCc3ccccc32)C1=O)NC1CCCCC1 (stereo unspecified)	-11.6
Cc1ccccc1NC(=O)CSc1nccn1Cc1ccco1	1.5
CCCCn1nnnc1C(c1cc2ccccc2o1)N1CCN(C(=O)OC(C)(C)C)CC1 (stereo unspecified)	7.8
Cc1ccc(Cl)cc1-c1cc(C(=O)Nc2ccc(F)cc2)[nH]n1	4.2
N#CCC(=O)Nc1ccc(C(=O)OCC(=O)Nc2cccc3ccccc23)cc1	-6.6
CC(C)=CCC[C@H](C)C[C@@H]1Cc2[nH][nH]c(=O)c2[C@H](c2ccc(Cl)cc2)O1	10.6
CCCCN(C=O)c1c(CC)nc2ccc(C(=O)N3CCN(S(=O)(=O)CC)CC3)cn12	-1.6
O=C(/C=C/[C@H]1O[C@@H](n2ccc(=O)[nH]c2=O)[C@H](O)[C@@H]1O)NCc1ccccc1	-1.9
COC(=O)C[C@H]1CC[C@@H](NC(=O)C2CC2)[C@@H](CO)O1	-6.6
CC1(C(=O)NS(=O)(=O)c2ccc(Cl)s2)CCN1C(=O)C1(c2ccccc2)CCCC1 (stereo unspecified)	-4.7
CC(C)(C)c1ccc(S(=O)(=O)NC(=O)C2(C)CCN2C(=O)Cc2ccccc2Cl)cc1 (stereo unspecified)	-4.9
COc1ccc(S(=O)(=O)N2CCN(CC(=O)c3c(N)n(C)c(=O)n(C)c3=O)CC2)cc1OC	-15.9
O=[N+]([O-])c1ccc(C=CC=Cc2ccccc2)cc1	0.6
CCOC(=O)[C@]12CCCC=C1N(Cc1ccc3c(c1)OCO3)C(=O)[C@H](CC(=O)N1CCN(C(=O)c3ccco3)CC1)C2	-0.3
CCc1nc2ccc(C(=O)Nc3ccc4c(c3)OCC(=O)N4)cn2c1N(CC)Cc1cccc(Br)c1	17.4
C/C(=N\NC(=O)c1nnn(-c2nonc2N)c1CN1CCC(C)CC1)c1ccc(Br)cc1	-3.8
NC(=O)C1(N2CCCCC2)CCN(C(=O)c2cc(COc3c(F)cccc3F)on2)CC1	-1.6

(cont.)
SMILES	EBI2 block
CC(C)c1cc(Cn2c3ccccc3c(=O)n2C(C)Cn2cc(C3CC3)nn2)on1 (stereo unspecified)	-8.0
Clc1ccc(-c2cnc3cccnn23)cc1	-10.5
Nc1ncnc2c1ncn2C1OC(CO)C2OC21 (stereo unspecified)	0.1
NS(=O)(=O)c1ccc(CCNC(=O)c2cc(S(=O)(=O)N3CCCCC3)ccc2Cl)cc1	1.9
CC1(C(=O)Nc2ccc3c(c2)OCO3)CCN1Cc1csc2ccccc12 (stereo unspecified)	11.1
C[C@@H]1CCCCO[C@H](CN(C)Cc2ccc3c(c2)OCO3)[C@@H](C)CN([C@H](C)CO)C(=O)c2cc(NC(=O)c3ccccc3)ccc2O1	-1.2
Cc1ccc(-c2cnc(C(O)c3cccc(Cl)c3)[nH]2)cc1 (stereo unspecified)	-0.7
Cc1ccc([C@H]2C[C@H](O)[C@@H](n3cc(C4CC4)nn3)CN2CC2CCCCC2)cc1	0.2
O=C(NCc1ccccc1)c1cc(C2CCCN(C(=O)CCCc3ccccc3)C2)on1 (stereo unspecified)	16.4
CCc1nc2ccc(C(=O)NCCN3CCNC3=O)cn2c1N(C)Cc1ccc(OC)cc1	-3.9
CC(C)CNC(=O)C1(C)CCCN1C(=O)CSc1ccccc1 (stereo unspecified)	2.9
CCCCC1Cc2[nH]c(=S)[nH]c(=O)c2C(c2ccc3ccccc3c2)O1 (stereo unspecified)	-5.6
CN(C)C(=O)c1cccc(-c2ccc3nncn3c2)c1	0.9
COc1ccc(C(=O)C[C@@H]2OC[C@H](C(C)C)N2S(=O)(=O)c2ccc(C)cc2)cc1OC	8.0
O=C(C1CCCCC1)N1C[C@H](O)[C@@H](n2cc(C3CC3)nn2)C[C@@H]1c1ccccc1	-3.1
O=S1(=O)CC(N2CCN(Cc3ccccc3F)CC2)CN1Cc1cn(Cc2cccc(Cl)c2)nn1 (stereo unspecified)	-3.2
CNc1ncnc2c1ncn2[C@H]1CN(C2CCCC2)C[C@@H](CO)O1	-0.5
Cc1ccc(F)cc1C(=O)N1CCC1(C)C(=O)O (stereo unspecified)	2.1
O=C(NCc1cccnc1)c1cc(C2CCCN(S(=O)(=O)c3cccs3)C2)on1 (stereo unspecified)	-6.9
CN1OC[C@@H]2CN(Cc3ccccc3)[C@H](c3cccc(-c4ccccc4)c3)C[C@@H]21	11.8
COC(=O)c1ccc2nc(-c3cccc(Br)c3)c(Cc3ccccc3C(F)(F)F)n2c1	25.1
O=C1NC[C@@H](CCCCN2CCN(CCc3ccccc3)C(=O)C2=O)N(CCc2ccc(O)cc2)C1=O	-2.0
O=C(NCCCN1CCC(Cc2ccccc2)CC1)c1ccc(CS(=O)c2ccccc2Cl)o1 (stereo unspecified)	4.8
C=CCCC(=O)N1C[C@H]2CON(C)[C@H]2C[C@H]1c1ccc(Br)cc1	-4.5
O=C(Nc1ccccc1)c1cc(C2CCCCN2C(=O)c2ccc3c(c2)CCO3)on1 (stereo unspecified)	-7.9

Reprinted at random: three records from the list, in no set order.
SMILES	EBI2 block
NS(=O)(=O)c1ccc(CCNC(=O)c2cc(S(=O)(=O)N3CCCCC3)ccc2Cl)cc1	1.9
O=C(NCc1ccccc1)c1cc(C2CCCN(C(=O)CCCc3ccccc3)C2)on1 (stereo unspecified)	16.4
C=CCCC(=O)N1C[C@H]2CON(C)[C@H]2C[C@H]1c1ccc(Br)cc1	-4.5

(list continues)
SMILES	EBI2 block
CSc1ccc(NC(=O)C2(C)CCN2C(=O)c2ccccc2CCc2ccccc2)cc1 (stereo unspecified)	31.4
O=C1NC[C@H](CCCCN2C[C@H](Cc3ccccc3)N(CCC3CCCCC3)C(=O)C2=O)N(CCc2ccccc2)C1=O	0.0
CCOC(=O)C1CCCN(C(=O)c2ccc(F)c(C)c2)CC1 (stereo unspecified)	1.8
CCC(=O)N1CCC1(C)C(=O)NS(=O)(=O)c1cccc(C#N)c1 (stereo unspecified)	-1.7
COC(=O)[C@@]12C[C@@H](CC(=O)N3CCN(C(=O)c4ccco4)CC3)C(=O)N(Cc3ccc4c(c3)OCO4)C1=CCC(C)(C)C2	-2.1
COc1ccc2c(Cl)cc(NC(=O)Nc3c(C)cccc3C)nc2c1	15.6
C[C@H]1CN([C@@H](C)CO)C(=O)CCCn2cc(nn2)CO[C@@H]1CN(C)C(=O)Oc1ccccc1	1.1
CC(Sc1nc(-c2ccccc2)c(-c2ccccc2)[nH]1)C(=O)NCC1CCCO1 (stereo unspecified)	0.1
CC1=CC(=O)C2=C(C)CCC3C(C)C(=O)OC3C12 (stereo unspecified)	-7.8
CCOC(=O)[C@]12CCC=C1N(Cc1ccco1)C(=O)[C@H](CC(=O)NCc1ccc(C)o1)C2	-4.8
COCC(=O)N(C)C[C@H]1Oc2cc(C#Cc3cccnc3)ccc2S(=O)(=O)N([C@H](C)CO)C[C@H]1C	-2.7
CCN(CC)C(=O)C1=C(C)N(Cc2ccc(OC)cc2)C(=O)C(CC(=O)NC(c2ccccc2)c2ccccc2)C1 (stereo unspecified)	6.5
C[C@H](NC(=O)c1ncn2c1c(=O)[nH]c1ccc(Br)cc12)c1ccccc1	-3.0
CCC(Sc1nc2ccsc2c(=O)n1Cc1ccc(C(=O)O)cc1)C(=O)Nc1cccc(OC)c1 (stereo unspecified)	-5.7
CC(C)(C)C(=O)c1c(N)[nH]c(C(=O)c2ccccc2)c1-c1ccc(F)cc1	-16.4
COc1ccc(-c2nc3ccc(Cl)cn3c2Cc2ccccc2)cc1OC	-4.3
COCCNC(=O)c1cc2c(c(-c3cccc(-c4cc5ccccc5o4)c3)n1)[C@@H](CCO)N(S(=O)C(C)(C)C)C2 (stereo partly specified)	-1.6
O=C(COC(=O)c1ccc2c(c1)OCCO2)NCc1ccc(Cl)cc1	-8.5
COc1cccc(CNC(=O)[C@H](C)NC(=O)N2CC(=O)Nc3ccccc32)c1	-5.1
Cc1ccc(S(=O)(=O)NN=Cc2ccccc2Cl)cc1	1.9
COc1ccc(CCNC(=O)c2ccc(CS(=O)(=O)Cc3ccc(C)cc3)o2)cc1OC	-1.9
C=CCn1c(SCC(=O)N2CCC(C)CC2)nc2c([nH]c3ccccc32)c1=O	7.3
COc1ccc(CN2CCC2(C)C(=O)NCCc2c[nH]c3ccccc23)c2ccccc12 (stereo unspecified)	-1.1
CCOC(=O)N(C)c1c(CC)nc2c(OCc3ccc(Cl)cc3Cl)cccn12	45.0*
Nc1ccn([C@@H]2O[C@H](CNC(=O)[C@@H](Cc3cccnc3)NC=O)[C@@H](O)[C@H]2O)c(=O)n1	0.6

Continuation.
SMILES	EBI2 block
COCc1cn(CC(=O)c2sc(NC(=O)C(C)(C)C)nc2C)nn1	-4.4
CC1(C(=O)Nc2ccc3c(c2)OCO3)Cc2c(-c3ccc4c(c3)OCO4)ccnc2O1 (stereo unspecified)	-7.5
COc1ccccc1CNc1nc(NCc2ccccc2)nc2ccsc12	-2.1
CC1CCC(NC(=O)CN2CCN(S(=O)(=O)c3ccc(Br)s3)CC2)CC1 (stereo unspecified)	6.9
O=C(CNC(=O)N1CC(=O)Nc2ccccc21)NCCCc1ccccc1	-4.5
Cc1c(C(=O)NCc2ccc(F)cc2)sc(=O)n1Cc1ccc(C(=O)c2ccccc2)cc1	3.6
CN1C(=O)N(CC(=O)c2ccc3c(c2)OCO3)C(=O)C12CCCCC2	-6.9
CC1=C(C(=O)N(C(C)C)C(C)C)CC(CC(=O)NC(c2ccccc2)c2ccccc2)C(=O)N1Cc1ccc(F)cc1 (stereo unspecified)	6.2
COc1ccc(NC(=O)c2c(C)noc2C)cc1S(=O)(=O)N1CCCCC1	-5.4
C[C@H](CO)N1C[C@H](C)[C@@H](CN(C)S(=O)(=O)c2ccc(Oc3ccccc3)nc2)OCc2cn(nn2)CCCC1=O	-10.4
Cc1cc(Br)cn2c(Cc3cccc(F)c3)c(-c3cccc(Br)c3)nc12	-1.6
O=c1c(-c2ccccc2)nc2ccccc2n1C(c1ccccc1)c1nc2ccccc2[nH]1 (stereo unspecified)	11.4
O=C(O)COc1ccc(NC(=O)c2ccc3c(c2)C(=O)N(CC2CCCO2)C3=O)cc1 (stereo unspecified)	-0.9
CCc1cc(-c2nnn(-c3cc(C(C)C)ccc3C)c2CC)ccc1-c1cn(CCc2c[nH]c3ccccc23)nn1	28.9
Cc1ccccc1CNC(=O)c1csc([C@H]2C[C@H](O)[C@@H](CO)O2)n1	-7.2
CCCNC(=O)C1(C)CCCN(Cc2ccc(C)cc2)C1 (stereo unspecified)	1.9
CC(C)NC(=O)C1(C)CSCC(=O)N1Cc1cccc(C(F)(F)F)c1 (stereo unspecified)	0.2
CC(C)(C)C1CCN2CCCC(c3ccc([N+](=O)[O-])cc3)(C1)C21OCCO1 (stereo unspecified)	-12.0
CC(=O)c1ccc(OC2(C)CCN(CCOc3ccc(C)cc3)C2)cc1 (stereo unspecified)	3.3
CC1C(=O)N(Cc2cn(CCC3OCCO3)nn2)CCS(=O)(=O)N1Cc1ccc(-c2cccc(CO)c2)cc1 (stereo unspecified)	-10.5
Cc1ccc(OC(=O)N(C)C[C@@H]2OCc3cn(nn3)CCCC(=O)N([C@@H](C)CO)C[C@H]2C)cc1	-3.9
Nc1[nH]c(C(=O)c2ccccc2)c(-c2ccc(Br)cc2)c1C(=O)NC1CC1	-1.9
COc1cccc(C(C)(O)c2nc(-c3ccoc3)cs2)c1 (stereo unspecified)	7.0
Cc1cc(F)cc(-c2cc(C(=O)NCc3ccco3)[nH]n2)c1	-3.6
Cc1nc2ccccn2c(=O)c1NC(=O)c1ccco1	-9.9

Additional entries:
SMILES	EBI2 block
CCc1nnc(NC(=O)c2cccc(S(=O)(=O)N3CCN(C)CC3)c2)s1	-2.0
C#CCNC(=O)C[C@@H]1C[C@@]2(C(=O)OC)CCCCC=C2N(CCc2ccc(OC)c(OC)c2)C1=O	-2.7
Cc1ccc(S(=O)(=O)N2[C@H](CC(=O)c3ccc(F)cc3)OC[C@@H]2C(C)C)cc1	3.2
Cc1cc(Cl)ccc1-c1nc(NCCN(C)C)nc2ccsc12	-1.3
c1ccc2c(c1)C1=NCCN1c1ccccc1-2	9.1
CCCCN1CC(N2CCN(C3CCN(C)CC3)CC2)CS1(=O)=O (stereo unspecified)	1.1
COCCNc1nc2cc(-c3ccccc3OC)sc2c(=O)n1C	2.2
COc1ccc(Cc2c(-c3ccccc3)nc3ccc(Br)cn23)c(C)c1	-7.5
CC(C)NC(=O)C1(C)CSCC(=O)N1Cc1cccs1 (stereo unspecified)	-1.0
CCCCNC(=O)c1nc(-c2cccnc2OC)oc1-c1ccc(Cl)cc1	31.4

Compound activity from PubChem.

Not all compounds are listed; rates above refer to the full screens.
